Rv3671c inh = inhibitors of M. tuberculosis serine protease Rv3671c; inhibition, % at 5.96 µM; actives 0.048% (n = 320,000); AID 2606; P9WHR9; in the data active means inhibition above about 38%;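 further: extracellular domain of Rv3671c used as enzyme; 0% = enzyme with DMSO and 100% = no enzyme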
Target sequence (P9WHR9 whole entry, looked up, the tested form may be a part): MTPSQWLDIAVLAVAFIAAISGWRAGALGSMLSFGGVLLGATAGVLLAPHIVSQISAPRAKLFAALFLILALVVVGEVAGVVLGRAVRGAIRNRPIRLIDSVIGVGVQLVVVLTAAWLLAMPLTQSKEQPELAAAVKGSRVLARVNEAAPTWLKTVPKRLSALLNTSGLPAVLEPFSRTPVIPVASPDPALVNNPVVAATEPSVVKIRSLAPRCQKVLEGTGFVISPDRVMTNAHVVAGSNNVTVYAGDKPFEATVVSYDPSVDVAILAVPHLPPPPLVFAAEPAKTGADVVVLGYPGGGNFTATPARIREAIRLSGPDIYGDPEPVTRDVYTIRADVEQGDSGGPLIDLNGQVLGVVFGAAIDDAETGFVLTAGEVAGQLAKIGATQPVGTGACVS
Mtb FBA inh = inhibits M. tuberculosis FBA enzyme | P9WQA3 | purified M. tuberculosis FBA, fluorescence read-out | inhibition, % at 1 µM | actives 2.3% (n = 360,000) | AID 588726; in the data active means inhibition above about 27%;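 further: 0% = vehicle and 100% = reference inhibitor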
Target sequence (P9WQA3 whole entry, looked up): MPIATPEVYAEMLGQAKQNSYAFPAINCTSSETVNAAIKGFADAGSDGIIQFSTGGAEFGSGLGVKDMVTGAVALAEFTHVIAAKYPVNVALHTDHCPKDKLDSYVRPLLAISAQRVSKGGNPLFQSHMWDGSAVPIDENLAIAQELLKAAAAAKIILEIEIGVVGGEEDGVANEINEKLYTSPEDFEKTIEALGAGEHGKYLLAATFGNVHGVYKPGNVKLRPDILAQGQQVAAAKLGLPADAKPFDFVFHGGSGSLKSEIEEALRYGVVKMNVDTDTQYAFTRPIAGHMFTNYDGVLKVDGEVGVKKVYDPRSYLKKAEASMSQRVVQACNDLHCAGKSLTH
VHR inh abs = blocks human VHR1 dual specificity phosphatase; recombinant VHR phosphatase, pNPP absorbance; inhibition, % at 13.3 µM; actives 0.52% (n = 290,000); in the data active means inhibition above about 50%; further: some compounds called inactive have numbers as strong as hits
Target sequence (P51452 whole entry, looked up): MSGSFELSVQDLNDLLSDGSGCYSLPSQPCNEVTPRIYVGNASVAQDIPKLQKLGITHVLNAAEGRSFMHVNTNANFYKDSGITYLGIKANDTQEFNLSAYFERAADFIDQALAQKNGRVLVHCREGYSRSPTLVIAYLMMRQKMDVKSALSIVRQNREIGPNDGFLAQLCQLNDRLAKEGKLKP
Mtb BioA inh = inhibitors of Mycobacterium tuberculosis BioA enzyme. purified M. tuberculosis BioA enzyme, plate reader. inhibition, % at 9.99 µM. actives 0.096% (n = 360,000). AID 602481; in the data active means inhibition above about 40%; inconclusive means no clear call, values can overlap the other calls
Mtb UGM inh = inhibitors of M. tuberculosis UDP-galactopyranose mutase | inhibition, % at 10 µM | purified UGM, fluorescence polarization probe displacement | actives 0.06% (n = 320,000) | AID 504406; in the data active means inhibition above about 10%, passing the limit was not always enough; inconclusive means no clear call, values can overlap the other calls
FadD28 binding = inhibitors of Mycobacterium tuberculosis FadD28 bisubstrate binding | FadD28 bisubstrate probe binding, fluorescence polarization | inhibition, % at 12.5 µM | actives 0.22% (n = 360,000) | AID 588549; in the data active means inhibition above about 8.5%, passing the limit was not always enough; inconclusive means no clear call, values can overlap the other calls
GDH-TPI counter = GDH-TPI coupled enzyme inhibition counter-screen. inhibition, % at 4.8 µM. GDH-TPI coupled enzyme counterscreen, NADH absorbance. AID 588335. actives 1.2% (n = 360,000);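 further: 0% = DMSO wells and 100% = wells lacking the enzyme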
BoNT-F LC inh = BoNT F light chain protease inhibition | actives 0.22% (n = 360,000) | AID 588497 | inhibition, % at 10 µM | Multiplex microsphere protease cleavage assay, flow cytometry; in the data active means inhibition above about 35%, passing the limit was not always enough; inconclusive means no clear call, values can overlap the other calls; further: plate controls were buffer without enzyme for full effect and enzyme alone for no effect
MazEF act = activators of E. coli MazEF toxin-antitoxin RNase | actives 0.32% (n = 350,000) | FAM/BHQ RNA-DNA oligo cleavage fluorescence, 5 h | activation, % at 20 µM; in the data active means activation above about 50%
Target sequence (P0AE70 whole entry, looked up): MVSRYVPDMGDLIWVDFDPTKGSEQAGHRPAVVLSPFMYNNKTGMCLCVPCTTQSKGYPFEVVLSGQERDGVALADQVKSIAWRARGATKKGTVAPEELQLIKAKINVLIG
CCHFV vOTU inh = CCHFV vOTU protease inhibition; actives 0.55% (n = 370,000); inhibition, % at 11.5 µM; Pep-AMC fluorescence; further: 0% = vehicle wells with enzyme and 100% = no enzyme wells
Starred values were filed as active, the others as inactive; ? = inconclusive; . = not tested or not shown. Unless noted, no stated cut-off is given here; in the data, active means inhibition above about 30%; inactive means the rest.

SMILES	Rv3671c inh	Mtb FBA inh	VHR inh abs	Mtb BioA inh	Mtb UGM inh	FadD28 binding	GDH-TPI counter	BoNT-F LC inh	MazEF act	CCHFV vOTU inh
O=C1C(c2ccc(F)cc2)N(Cc2ccc3c(c2)OCO3)C(=O)CN1C1CCCC1 (stereo not drawn)	-2	-2	15	.	2.1	0.7	-1	-14	2	-9
COc1cc2ccccc2cc1C(=O)Nc1ccc(Br)cn1	.	2	-3	-0.4	0.6	-2.4	5	?	13	16
COc1cc(OC)nc(NC2OC(=O)c3ccccc32)n1 (stereo not drawn)	-1	-6	-13	-1.1	-0.5	-1.6	4	-5	-2	-6
Cc1ccc(S(=O)(=O)N2CCN(C(=O)COC(=O)Cc3c(F)cccc3Cl)CC2)c(C)c1	.	4	.	-1.7	.	-2.0	10	3	-3	10
COc1ccc(CCC(=O)N/N=C\c2cccs2)cc1	12	1	5	.	-4.5	-2.1	5	-6	0	-8
COc1ccc(S(=O)(=O)NC(C)C)cc1-n1cnnn1	8	-3	8	0.4	-1.8	-0.4	-1	-3	6	3
COc1cc2[nH]c(C(=O)Nc3ccc4c(c3)OCCO4)cc2c(OC)c1OC	-4	1	40	0.0	-0.3	-0.1	22	0	8	-1
CCC(C)NCCOCCOc1ccc(Cl)c(C)c1C (stereo not drawn)	-2	1	1	.	3.1	-2.5	2	0	16	-3
O=C(CCN1CCCCC1)NNC(=O)C12CC3CC(CC(C3)C1)C2	7	-2	-10	-0.4	1.1	-4.3	-12	-5	0	-11
CC(C)=CCN1CCN(CCCn2cccn2)CC1CCO (stereo not drawn)	7	-5	30	.	1.2	-0.6	-2	-6	-3	14
CC(C)N(CCNC(=O)c1nn(Cc2ccccc2)c(=O)c2ccccc12)C(C)C	7	-1	14	2.1	2.8	-0.1	-2	0	.	5
Cc1ccc(OCc2nc(C#N)c(NCc3ccco3)o2)cc1	-4	1	0	1.3	4.3	1.7	5	-10	-5	6
O=C(Cn1ccsc1=NC(=O)C(F)(F)F)c1ccccc1	-6	0	17	-1.5	2.7	-3.5	4	-1	0	8
COC(=O)C1=C(N)OC2=C(C(=O)CCC2)C1c1cccs1 (stereo not drawn)	3	-1	-9	0.2	0.0	-2.1	9	2	-18	-16
COc1cccc(C2N(c3ccc(Cl)cc3)C(=O)C3CCCN32)c1 (stereo not drawn)	3	-1	21	-1.2	-1.1	0.2	4	3	1	7
CN(Cc1ccccc1)C(=O)CCC1CCN(C(=O)CC2=CCCCC2)CC1	.	4	-20	-0.3	.	1.7	3	0	7	12
Cn1c2c(c(=O)n(C)c1=O)C(CC(=O)Nc1ccccc1)C(=O)N2 (stereo not drawn)	3	4	2	1.0	-0.4	-2.4	-4	-37	3	2
CCC(C)c1ccccc1N1CC(C(=O)N2CCN(S(=O)(=O)c3cccc([N+](=O)[O-])c3)CC2)CC1=O (stereo not drawn)	.	-1	.	.	.	0.0	6	13	2	-2
Cc1oc2c(C)c(O)ccc2c(=O)c1N1C(=O)c2ccccc2C1=O	-4	5	-7	.	1.8	-3.4	6	-3	6	3
CCOC(=O)c1c(NC(=O)C2COc3ccccc3O2)sc2c1CCN(Cc1ccccc1)C2 (stereo not drawn)	-6	2	-10	.	2.6	-0.6	12	-8	-18	13

Part of the list above with just Mtb UGM inh and CCHFV vOTU inh:
mol | Mtb UGM inh | CCHFV vOTU inh
Cc1oc2c(C)c(O)ccc2c(=O)c1N1C(=O)c2ccccc2C1=O | 1.8 | 3
CC(C)N(CCNC(=O)c1nn(Cc2ccccc2)c(=O)c2ccccc12)C(C)C | 2.8 | 5
CC(C)=CCN1CCN(CCCn2cccn2)CC1CCO (stereo not drawn) | 1.2 | 14

Other entries follow.
SMILES	Rv3671c inh	Mtb FBA inh	VHR inh abs	Mtb BioA inh	Mtb UGM inh	FadD28 binding	GDH-TPI counter	BoNT-F LC inh	MazEF act	CCHFV vOTU inh
Cc1onc(-c2ccccc2Cl)c1C(=O)NNC(=O)c1ccc(F)cc1	2	0	-3	-0.7	1.7	-0.5	-1	12	2	-4
Cc1cc(C)n2nc(C(=O)N3CCN(c4ccc([N+](=O)[O-])cc4)CC3)nc2n1	4	-7	26	-5.2	-1.6	0.2	3	-8	2	-7
Cc1cc(=O)oc2cc(OCC(=O)NCCCN3CCCC3=O)ccc12	-7	18	38	-1.2	1.0	-3.9	10	-3	10	-1
CCc1ccccc1NS(=O)(=O)c1ccc2[nH]cc(C(=O)NCC3CCCO3)c(=O)c2c1 (stereo not drawn)	-37	5	8	1.7	1.9	-14	11	7	9	23
CN(C)CCc1cc2c(c3c1ccc1ccccc13)OCO2	-2	16	16	2.0	-1.4	-2.6	20	.	11	2
COc1ccccc1-n1ccnc(SCC(=O)NCc2ccccc2)c1=O	2	3	.	-0.8	.	-1.2	15	7	11	16
CC(C)C(N)c1csc(Nc2cc(Oc3ccccc3)ncn2)n1 (stereo not drawn)	.	1	.	2.7	.	-3.9	1	-4	.	-1
OCCO	3	3	.	0.0	.	0.3	4	4	6	2
O=[N+]([O-])c1ccc(S(=O)(=O)Nc2ccc(-c3csc(-c4ccccc4)n3)cc2)cc1	-92	.	21	.	-2.5	.	.	.	.	12
NC(=O)c1ccc(CN2CCc3ccccc3C2)cc1	7	0	-4	-0.1	1.2	-3.8	-4	-13	5	8
Cc1ccc(NC(=O)/C=N/OCC(=O)NCc2ccccc2Cl)cc1	-7	-2	-3	-1.1	-1.3	-4.7	-2	-4	-3	-13
Cc1nc(Nc2cccc(O)c2)c2c3c(sc2n1)CCC3	1	3	15	-0.3	0.9	-0.4	8	-6	13	12
COc1ccc(Br)cc1CNC(=O)C1CCN(S(=O)(=O)N2CCC(C)CC2)CC1	0	6	-6	1.3	1.1	-3.1	-7	-4	-4	-14
COc1ccc(N2CC(C(=O)NCCCN3CCOCC3)CC2=O)cc1 (stereo not drawn)	-13	2	19	-1.7	2.5	-3.2	0	2	3	-7
CCCSc1nnc(CSc2ncccn2)n1C	8	1	24	.	-2.0	-1.8	7	-3	-3	-2
Cc1cccc(C)c1NC(=S)N(CCN1CCCCCC1)Cc1ccco1	11	0	4	3.8	1.0	-3.3	9	-11	-20	10
COc1ccc(/C=C/C(=O)OCC(=O)N2CCCCCC2)c(OC)c1	-6	4	.	1.5	2.4	.	24	1	-1	6
O=C(Nc1cccc(-c2nnc(-c3ccco3)o2)c1)C(c1ccccc1)c1ccccc1	-159	1	8	-1.7	-0.6	-6.5	7	-6	-4	4
O=S1(=O)CCOC[C@H](Cc2ccccc2)N1Cc1ccccc1	7	1	.	-0.9	0.0	-0.1	3	-10	6	2
Cc1ccc(NC(=O)c2sccc2C)nc1	-11	-2	10	-0.1	-2.0	-3.3	-1	1	3	6
CN(C)c1nc(=S)nc(NCc2ccccc2)[nH]1	-10	7	13	.	2.0	-1.3	7	-3	2	6
CC(C)N1CCN(CC#Cc2ccccc2)CC1CCO (stereo not drawn)	4	10	39	.	-1.4	2.4	2	2	-2	21
Cn1nc(C(=O)NCCc2ccc(Cl)cc2)c2c1-c1ccccc1S(=O)(=O)C2	0	-2	25	0.6	-1.3	-3.4	-4	0	-22	-8
N#CC1(c2cccc(Br)c2)C(=O)Nc2ccccc21 (stereo not drawn)	.	0	.	0.7	.	-0.3	5	-7	3	3
CNC(=O)c1[nH]cnc1C(=O)NCC(=O)OC(C)(C)C	-3	4	17	-1.1	-0.7	0.2	-5	7	0	8
COC(=O)c1cccc(NC(=O)Nc2ccccc2OC)c1	-1	-4	18	.	-0.2	1.0	-5	4	5	9
Cc1ccc(-c2nc3ccccc3c(=O)n2-c2cccnc2)cc1	-11	1	4	.	-2.0	0.9	7	-1	2	1
COC(=O)CSc1ccsc1C(=O)O	-3	-2	-10	-0.1	-3.2	-1.9	-1	-2	3	5
O=C(NCCN1CCOCC1)c1cc(-c2cccs2)on1	-7	-1	13	-0.6	-0.8	0.3	-2	-6	-11	-18
COc1cc(-c2nc(-c3ccccc3)c(-c3cc([N+](=O)[O-])ccc3C)[nH]2)cc(OC)c1OC	1	0	4	-1.0	-1.2	-1.7	8	3	5	12
CCN(CC)c1ccc(/C=N/N2CCN(Cc3ccc(C)cc3)CC2)c(O)c1	0	1	10	0.3	-3.1	-0.5	-2	-15	-2	.
CC(=O)NCCCOc1ccc([N+](=O)[O-])cc1Cl	-13	4	26	2.4	-1.9	1.1	8	?	-3	1
CCOC(=O)c1sc2nc(SCC#N)n(CC3CCCO3)c(=O)c2c1C (stereo not drawn)	1	1	6	.	1.3	-2.3	-4	-7	-16	-2
CCc1cc2c(NC(C(=O)O)C(C)C)ncnc2s1 (stereo not drawn)	-18	3	8	0.8	-0.3	-0.4	9	-14	9	-3
COc1cc2c(cc1NC(=O)/C=C/c1ccccc1)oc1ccccc12	-58	-1	12	.	1.4	-3.0	16	-6	-2	0
CC(C)n1cnc2c(N(C)c3cccc(Cl)c3)nc(N(CCO)CCO)nc21	2	-2	7	4.1	-1.0	-0.2	7	1	10	6
CC(C)(C)c1ccc(OCC(=O)N2CCN(c3ccccn3)CC2)cc1	3	12	.	0.3	-0.5	-1.8	-1	-3	-6	8
O=C(NC(c1ccc(-c2ccccc2)cc1)c1cnccn1)C1CCN(CCCOc2ccccc2)CC1 (stereo not drawn)	.	-2	.	-2.0	.	-14	5	-8	.	-4
CCOC(=O)c1cnc2c(cnn2C)c1NCCCn1ccnc1	5	6	21	4.2	1.4	0.7	6	-7	-4	-3
COc1ccc(OC)c(NC(=O)C(=O)NCCC2=CCCCC2)c1	-2	3	-13	.	1.2	-0.4	7	-6	-6	-2

Pulled by structure from above, 3 records:
SMILES	Rv3671c inh	Mtb FBA inh	VHR inh abs	Mtb BioA inh	Mtb UGM inh	FadD28 binding	GDH-TPI counter	BoNT-F LC inh	MazEF act	CCHFV vOTU inh
Cc1ccc(-c2nc3ccccc3c(=O)n2-c2cccnc2)cc1	-11	1	4	.	-2.0	0.9	7	-1	2	1
CCOC(=O)c1sc2nc(SCC#N)n(CC3CCCO3)c(=O)c2c1C (stereo not drawn)	1	1	6	.	1.3	-2.3	-4	-7	-16	-2
CC(C)N1CCN(CC#Cc2ccccc2)CC1CCO (stereo not drawn)	4	10	39	.	-1.4	2.4	2	2	-2	21

Remaining list, next part.
SMILES	Rv3671c inh	Mtb FBA inh	VHR inh abs	Mtb BioA inh	Mtb UGM inh	FadD28 binding	GDH-TPI counter	BoNT-F LC inh	MazEF act	CCHFV vOTU inh
COC(=O)CNC(c1ccccc1)c1cc(C)ccc1NC(=O)CNC(=O)OCc1ccccc1 (stereo not drawn)	-5	3	23	7.2	-0.4	-3.5	11	9	4	-1
O=c1[nH]c(=O)c2[nH]c(=S)n(-c3ccccc3)c2[nH]1	.	0	.	-0.7	.	-3.5	0	-6	14	-8
CCCCn1c(N)c(N(CC(C)C)C(=O)CC2CCCCC2)c(=O)[nH]c1=O	0	3	.	.	-0.5	-2.1	9	.	2	1
O=[N+]([O-])c1ccccc1S(=O)(=O)N1CCN(CC2CC3C=CC2C3)CC1 (stereo not drawn)	5	4	11	.	0.7	-6.0	8	-3	-2	-4
CCC(=NNC(=O)c1cccc(S(=O)(=O)N2CCOCC2)c1)c1ccccc1	4	-2	.	2.7	3.0	-4.0	-5	-6	5	-6
CC(Sc1nnnn1-c1ccccc1)C(=O)Nc1ccccc1-c1ccccc1 (stereo not drawn)	-2	1	-8	.	0.6	-2.6	6	-10	0	-12
CCN(CC)CCCCN1c2ccccc2Sc2ccccc21	-5	4	-1	1.7	0.7	-1.5	-4	3	14	-21
COc1cccc(-c2nc(CS(=O)(=O)CC(=O)Nc3ccccc3Br)c(C)o2)c1	0	-2	-27	-0.6	-2.9	-1.8	3	1	-12	0
Clc1nc2ccccc2cc1-c1nnn(-c2ccccc2Br)n1	-2	0	.	-0.4	-1.4	-3.2	11	-6	2	-2
O=C(N/N=C/c1ccc(-c2cccc(C(F)(F)F)c2)o1)c1ccccc1O	5	1	-3	.	-3.1	-0.1	9	-6	-1	7
N#CCCn1cc(/C=N/NC(=O)c2ccncc2)c(-c2ccc(F)cc2)n1	-4	-2	-4	.	-0.1	-5.2	12	5	2	-3

Single values from the entries so far.
`O=C(N/N=C/c1ccc(-c2cccc(C(F)(F)F)c2)o1)c1ccccc1O` | GDH-TPI counter: 9
`CCCCn1c(N)c(N(CC(C)C)C(=O)CC2CCCCC2)c(=O)[nH]c1=O` | Mtb UGM inh: -0.5

Compound activity as filed in PubChem BioAssay.
